Assay outcomes deposited in PubChem by several laboratories.
hgDAF-12 ag = H. glycines DAF-12 receptor agonists, primary screen, cell-based, luminescence, HEK293, GAL4 fusion, UAS-luciferase; activation, % at 6.8 µM; actives 1.8% (n = 370,000); HEK293 GAL4-hgDAF12 UAS-luciferase reporter, agonist luminescence; normalized to butyrate control;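 active = activation above a cutoff set at the mean of all screened compounds plus 3 SD, cut at about 10% in these data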;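 also: 0% = DMSO wells and 100% = sodium butyrate wells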
hcDAF-12 act = H. contortus DAF-12 nuclear receptor activators, primary screen, cell-based, luminescence, HEK293, lit1-tk-luc reporter; actives 1.4% (n = 370,000); AID 652067, 2013; HEK293 hcDAF-12 lit1-tk-luc reporter; 0% DMSO, 100% Δ7-dafachronic acid; activation, % at 6.8 µM;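 active = activation above the mean of all tested compounds plus 3 SD, cut at about 5.5% in these data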;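 also: 100% = response to 3 µM Δ7-dafachronic acid high control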
ssDAF12 agonist = S. stercoralis DAF-12 nuclear receptor activators, primary screen, cell-based, luminescence, HEK293, GRIP1 co-expression, lit1-tk-luc. AID 652126, 2013. activation, % at 6.8 µM. HEK293 ssDAF-12/GRIP1 lit1-tk-luc reporter; % of 3 µM dafachronic acid response. Nuclear hormone receptor DAF-12 (Strongyloides stercoralis). actives 1% (n = 370,000);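 active = activation above the mean over all tested compounds plus 3 SD, cut at about 0.9% in these data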;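 also: 0% = DMSO-only wells and 100% = 3 µM delta7-dafachronic acid wells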
sPLA2-III inh = human group III sPLA2 inhibitors, primary screen, biochemical, QFRET, BODIPY PC-A2 liposome substrate. Group 3 secretory phospholipase A2 (Homo sapiens), Q9NZ20. QFRET BODIPY PC-A2 liposome hydrolysis, fluorescence. inhibition, % at 12.2 µM. actives 0.56% (n = 370,000);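 active = inhibition above mean plus 3 SD of compounds lying within the high and low control bounds, cut at about 19% in these data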;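 also: 0% = median of test compound wells and 100% = no enzyme DMSO wells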
Target sequence (Q9NZ20 whole entry, looked up): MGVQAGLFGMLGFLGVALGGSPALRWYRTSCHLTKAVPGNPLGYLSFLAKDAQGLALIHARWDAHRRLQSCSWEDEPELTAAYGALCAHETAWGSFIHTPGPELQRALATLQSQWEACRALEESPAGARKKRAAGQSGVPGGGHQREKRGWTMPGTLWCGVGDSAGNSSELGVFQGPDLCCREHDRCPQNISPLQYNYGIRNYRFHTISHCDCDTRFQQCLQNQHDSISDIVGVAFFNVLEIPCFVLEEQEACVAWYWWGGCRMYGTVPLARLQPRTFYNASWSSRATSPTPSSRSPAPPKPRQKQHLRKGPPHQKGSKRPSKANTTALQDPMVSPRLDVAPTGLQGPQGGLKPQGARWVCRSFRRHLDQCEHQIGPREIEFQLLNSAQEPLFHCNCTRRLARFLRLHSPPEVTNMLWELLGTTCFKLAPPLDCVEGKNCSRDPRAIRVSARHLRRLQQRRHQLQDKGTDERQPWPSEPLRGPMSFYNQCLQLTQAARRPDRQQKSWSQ
SMARCA2 activ = SMARCA2 (BRM) function activators, primary screen, cell-based, luminescence, high throughput. MG213 cells, MMTV-luciferase reporter, dexamethasone, overnight. activation, % at 9.1 µM. actives 1% (n = 370,000). AID 652017, 2013; in the data active = activation above about 7.8%;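 also: 0% = vehicle wells and 100% = reference activator wells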
DAX1 inh-1 = DAX1 (NR0B1) inhibitors on StAR promoter, primary screen, cell-based, luminescence, SF-1 (NR5A1), full-length DAX-1. actives 1.1% (n = 370,000). HEK293T StAR-luciferase reporter, SF-1/DAX-1 repression relief. AID 652010, 2013. inhibition, % at 6.8 µM;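 active = inhibition above the mean over all tested compounds plus 3 SD, cut at about 3.6% in these data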;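 also: 0% = DAX-1 cells with DMSO and 100% = cells lacking DAX-1 with DMSO; higher inhibition means more luminescence from relief of DAX-1 repression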
NPR2 activator = human GC-B receptor activators, primary screen, HEK293 GC-B cells, cGMP TR-FRET, EC30 CNP; activation, % at 10 µM; 0% at EC30 CNP, 100% saturating CNP; actives 0.11% (n = 370,000); AID 1920062, 2024;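 active = activation at 10 µM reaching about 35% in either raw or pattern-adjusted values, limit read from the data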
NPR1 activator = GC-A stimulated cGMP production enhancers – HEK293 GC-A cells, cGMP TR-FRET, EC30 ANP, primary screen. Atrial natriuretic peptide receptor 1 (Homo sapiens), P16066. activation, % at 10 µM. AID 1671463, 2021. actives 0.14% (n = 370,000). 0% at EC30 ANP, 100% saturating ANP; in the data active = activation above about 40%
GAA850 FXN act = FXN promoter activators, primary screen, cell-based, luciferase luminescence, HEK293 lucGAA850; HEK293 lucGAA850 FXN promoter luciferase reporter, 24 h; percent of 10 µM SAHA response; activation, % at 6 µM; actives 0.56% (n = 360,000);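 active = activation above the average of all compounds screened plus 3 SD, cutoff fixed separately per campaign, cut at about 7.5% in these data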;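 also: 0% = DMSO wells and 100% = 10 µM SAHA wells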
KLK7 zymogen act = proKLK7 zymogen activators, primary screen, biochemical, fluorescence intensity. purified proKLK7, EDANS-DABCYL substrate fluorescence; 100% is mature enzyme control, 0% vehicle. activation, % at 7 µM. actives 0.9% (n = 370,000). AID 652039, 2013;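 active = activation above the mean of all tested compounds plus 3 SD, computed per campaign excluding outliers beyond control limits, cut at about 13% in these data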
Target sequence (P49862 whole entry, looked up): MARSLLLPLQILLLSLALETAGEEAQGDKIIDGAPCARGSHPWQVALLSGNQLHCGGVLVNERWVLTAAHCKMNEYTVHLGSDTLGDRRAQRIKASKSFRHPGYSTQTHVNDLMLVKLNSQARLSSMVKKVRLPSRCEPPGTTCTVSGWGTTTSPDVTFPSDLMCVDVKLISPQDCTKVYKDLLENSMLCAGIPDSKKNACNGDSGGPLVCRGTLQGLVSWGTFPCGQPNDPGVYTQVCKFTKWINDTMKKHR
DAX1 inh-2 = DAX1 (NR0B1) inhibitors, primary screen, cell-based, HEK293, Gal4-DAX1, luciferase luminescence | actives 0.99% (n = 340,000) | Nuclear receptor subfamily 0 group B member 1 (Homo sapiens), P51843 | HEK293 Gal4-DAX1 luciferase reporter | AID 504766, 2011 | inhibition, % at 6.75 µM;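 active = inhibition above the mean over all tested compounds plus 3 SD, cut at about 4.2% in these data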;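 also: 0% = DAX1-transfected cells with DMSO and 100% = empty-vector control cells with DMSO; inhibition shows as a rise in luminescence from relieved DAX1 repression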
Target sequence (P51843 207-470 limits assumed): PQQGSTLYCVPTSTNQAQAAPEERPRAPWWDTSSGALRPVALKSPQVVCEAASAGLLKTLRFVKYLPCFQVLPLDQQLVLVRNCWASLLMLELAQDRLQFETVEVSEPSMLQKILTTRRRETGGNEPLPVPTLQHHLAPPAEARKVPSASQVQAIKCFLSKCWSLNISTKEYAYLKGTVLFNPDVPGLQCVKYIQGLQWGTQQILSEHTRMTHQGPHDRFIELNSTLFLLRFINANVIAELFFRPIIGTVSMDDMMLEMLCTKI
Numbers without * were called inactive; / = no result given. Hits appear at their usual frequency, and some 6.7% of all compounds hit somewhere here.

SMILES	hgDAF-12 ag	hcDAF-12 act	ssDAF12 agonist	sPLA2-III inh	SMARCA2 activ	DAX1 inh-1	NPR2 activator	NPR1 activator	GAA850 FXN act	KLK7 zymogen act	DAX1 inh-2
Cn1nnnc1Sc1ncnc2scc(-c3ccccc3C(F)(F)F)c12	-2.7	-1.1	-0.7	-7	0	-0.6	-7	2	1.1	0.9	-0.7
COc1ccc(Br)cc1C(=O)Nc1cccc(C)c1	1.0	3.0	0.9	-1	-3	0.0	-2	0	0.1	0.5	0.6
CC1=C2NC(N)=[N+](CC3CC3)C(Cc3ccccc3)[C@@H]2n2c(=O)n(-c3ccccc3)c(=O)n2C1 (some centres not stated)	4.7	-1.5	-0.9	6	-3	-0.4	-26	-28	/	-0.2	/
O=C(CNC(=O)c1ccccc1C(F)(F)F)N/N=C/c1cccs1	-1.1	0.1	-1.0	-1	-2	0.2	4	0	2.4	-0.7	0.1
CCOc1ccc(CCNC(=O)c2nnn(CC(=O)Nc3c(C)cc(C)cc3C)c2N)cc1OCC	0.9	1.4	-1.0	8	-2	-0.4	-2	3	-0.4	0.3	0.6
CCOc1ccccc1CNC(=O)CCNC(=O)Cn1ccc2ccccc2c1=O	-0.2	-1.6	-1.4	0	-1	-0.5	0	-4	1.1	0.3	-0.3
CCCCn1c(NCCC)nc2c1c(=O)[nH]c(=O)n2C	-0.2	-0.9	-1.2	2	2	0.7	7	6	1.5	-0.2	0.9
Cc1cccc(C(=O)O)c1NC(=O)Cc1cccc2ccccc12	1.1	-0.9	-1.9	-4	1	-0.1	1	-2	-0.5	-0.8	0.0
CC(C)COc1ccc(C(=O)CCN2CCCCC2)cc1	-3.0	-1.2	-1.2	-3	0	-0.4	-6	9	-2.6	0.1	0.5
Cc1nc(C2COc3ccccc3O2)sc1C(=O)O (configuration not stated)	1.6	1.9	-1.1	4	-2	1.6	-1	3	1.8	0.6	5.5*

Compound profiles, from the list above. Screens in order: hgDAF-12 ag | hcDAF-12 act | ssDAF12 agonist | sPLA2-III inh | SMARCA2 activ | DAX1 inh-1 | NPR2 activator | NPR1 activator | GAA850 FXN act | KLK7 zymogen act | DAX1 inh-2
`CCOc1ccccc1CNC(=O)CCNC(=O)Cn1ccc2ccccc2c1=O` as listed: -0.2 | -1.6 | -1.4 | 0 | -1 | -0.5 | 0 | -4 | 1.1 | 0.3 | -0.3
`CCOc1ccc(CCNC(=O)c2nnn(CC(=O)Nc3c(C)cc(C)cc3C)c2N)cc1OCC` as listed: 0.9 | 1.4 | -1.0 | 8 | -2 | -0.4 | -2 | 3 | -0.4 | 0.3 | 0.6

Following part:
SMILES	hgDAF-12 ag	hcDAF-12 act	ssDAF12 agonist	sPLA2-III inh	SMARCA2 activ	DAX1 inh-1	NPR2 activator	NPR1 activator	GAA850 FXN act	KLK7 zymogen act	DAX1 inh-2
CCCCNC(=O)c1onc(CSc2ccccc2)c1C(=O)NCCCC	1.0	-1.7	-1.1	1	-2	0.2	3	1	-0.1	0.5	1.5
COc1ccc(NC(=O)CSc2nnc(COc3ccccc3)n2Cc2ccco2)cc1OC	-2.3	-1.8	-1.4	-9	-3	-0.6	-2	-7	-1.2	-0.7	-0.6
O=C(NCC1CCCO1)c1ccc(NS(=O)(=O)c2cccs2)cc1 (configuration not stated)	2.1	0.6	-0.5	14	-5	0.9	6	3	-0.6	-0.3	-0.1
CC(C)CNC1CS(=O)(=O)CC1O (configuration not stated)	0.9	-0.3	-0.6	-1	0	-0.4	3	3	1.3	0.0	1.1
COC(=O)C1=C(C)NC(C)=C(C(=O)OCC(C)C)C1c1ccccc1[N+](=O)[O-] (configuration not stated)	8.7	-4.7	-1.6	-1	-6	-2.0	-7	-16	0.1	0.9	-0.1
Cc1ccc(-c2ccc(CCC(=O)O)n2-c2cccc(O)c2)cc1	1.7	0.6	-0.7	-28	2	-0.1	4	1	0.3	-1.6	1.2
CCCn1nnc(NC(=S)NC(=O)c2ccc(-c3ccc(Br)cc3)o2)n1	0.9	-0.8	0.2	-3	2	0.2	14	16	2.4	-0.3	0.6
O=C(Nc1ccc(F)cc1)c1cccc(N2C(=O)C3C4CCC(C4)C3C2=O)c1 (configuration not stated)	0.8	-1.3	-1.6	-7	-1	-0.3	3	3	0.9	-0.4	-2.3
Cc1ccnc(NC(=S)NC(=O)c2ccco2)c1	9.2	4.2	-0.1	9	7	2.7	2	6	2.4	0.3	2.0
COC(=O)[C@@]12C[C@@H](CC(=O)N3CCCC3)C(=O)N(Cc3ccccc3)C1=CCC(C)(C)C2	1.4	-1.4	-0.8	2	1	-0.9	1	-5	/	-0.6	/

Just GAA850 FXN act, KLK7 zymogen act and ssDAF12 agonist, for two of the compounds above:
smiles | GAA850 FXN act | KLK7 zymogen act | ssDAF12 agonist
Cc1ccnc(NC(=S)NC(=O)c2ccco2)c1 | 2.4 | 0.3 | -0.1
COC(=O)[C@@]12C[C@@H](CC(=O)N3CCCC3)C(=O)N(Cc3ccccc3)C1=CCC(C)(C)C2 | / | -0.6 | -0.8

More records
SMILES	hgDAF-12 ag	hcDAF-12 act	ssDAF12 agonist	sPLA2-III inh	SMARCA2 activ	DAX1 inh-1	NPR2 activator	NPR1 activator	GAA850 FXN act	KLK7 zymogen act	DAX1 inh-2
CC(=O)N1c2ccc(S(=O)(=O)NCC3CCC(C(=O)N4CCCC(C)C4)CC3)cc2CC1C (configuration not stated)	-3.9	-2.0	-0.9	-4	-2	-0.6	-3	6	-1.0	-0.3	-0.7
CCc1ccccc1OCCOc1ccc(C)cc1OC	1.6	-1.1	-0.9	-1	1	-0.4	-18	-4	-2.9	-0.9	-0.2
CCC(C)N1CC23C=CC(O2)C(C(=O)OC)C3C1=O (configuration not stated)	3.5	1.3	-1.5	1	-1	-0.1	1	-1	0.5	-0.4	6.7*
O=c1[nH]c2cccc(Cl)c2c2ccccc12	-0.4	1.2	-0.9	4	0	0.1	0	4	0.4	-0.9	0.5
CCCCCCCCN1C(=O)[C@@H](CC(=O)NCCCOC)C[C@@]2(C(=O)OC)C1=C[C@H](C(C)(C)C)O[C@@H]2C	0.6	-1.4	-1.0	-18	-6	-1.0	1	2	/	0.4	/
CSc1ccccc1NC(=O)Cc1ccc(Br)cc1	-1.0	-1.5	-1.3	-7	0	-0.4	-1	1	3.1	-0.5	-1.2
COCCNC(=O)C(=O)NCC1OCCN1S(=O)(=O)c1cccs1 (configuration not stated)	-0.4	0.2	-1.5	13	-4	0.4	2	1	1.3	0.2	-0.6
CCCc1nn2c(=O)cc(COc3cccc(NC(=O)c4ccco4)c3)nc2s1	-0.2	-2.2	-0.8	-2	-1	-0.1	-3	-1	2.0	-0.2	-0.3
Cc1c(NC2=C(Cl)C(=O)N(c3ccccc3)C2=O)c(=O)n(-c2ccccc2)n1C	0.5	2.5	0.1	-2	-2	0.1	6	7	-0.8	-0.9	0.7
Cc1cc(NS(=O)(=O)c2ccc(NC(=O)COc3ccc(Cl)cc3)cc2)no1	-1.4	-0.7	-1.1	-28	-1	0.1	0	7	-1.4	0.1	-0.3
COc1ccc(NC(=O)CN2C(=O)NC3(CCCC3)C2=O)cc1	1.8	1.0	-0.5	-1	-3	-0.7	0	1	0.4	-0.5	2.9
O=C(CN(C1CCCCC1)S(=O)(=O)c1ccc(Cl)cc1)NCCCO	-0.4	-0.8	-1.3	7	-2	-0.1	-6	-9	0.8	0.2	-0.2
O=C(NC(Cc1ccccc1)C(=O)N1CCCCCC1)c1ccccc1 (configuration not stated)	-0.3	-2.3	-1.5	0	-2	0.4	1	-1	-0.6	-0.7	-0.6
Cc1cc(N/N=C/c2ccc(F)cc2)nc(-n2nc(C)cc2C)n1	-3.1	-1.9	-2.1	-6	-4	-1.0	0	-2	-3.5	-0.6	/
O=C(NC(=S)NCc1ccccc1)c1ccc2c(c1)OCO2	6.4	-0.2	-1.2	-21	0	0.3	-3	2	3.3	0.1	0.1
COc1ccc(CN2CN3Cc4ccccc4C3CS2(=O)=O)cc1 (configuration not stated)	-1.1	4.7	-0.2	0	-4	-1.6	2	-2	/	0.3	/
CC(=O)OCC1(C)CN(c2ccccc2)NC1=O (configuration not stated)	-0.7	1.3	-1.0	-2	2	0.0	-2	2	1.7	0.3	-0.6
CCn1cc(S(=O)(=O)CC(=O)Nc2ccc3c(c2)OCCO3)c2ccccc21	-2.7	-3.2	-1.1	-12	-4	-1.4	0	-4	-2.7	-0.2	0.3
COc1ccccc1CNC(=O)CSc1nc2ccccc2c(=O)n1CCCN1CCOCC1	-2.6	0.7	-1.0	-1	1	0.0	-1	2	1.0	-0.4	-0.8
CN(C(=O)CN1C(=O)NC(c2ccccc2)(c2ccccc2)C1=O)C1CCS(=O)(=O)C1 (configuration not stated)	-0.5	0.1	-0.7	6	-1	-1.9	-4	1	-1.5	-0.3	-0.2
Cc1cc(C)c(NC(=O)CNC(=O)[C@@H]2CCCN2C(=O)c2cccs2)c(C)c1	-2.1	-0.8	-0.9	11	1	-0.2	0	-2	-0.6	-0.5	0.8
COc1ccc(-c2cc(=O)oc3cc(O)ccc23)cc1	3.9	-1.0	-0.6	-17	2	0.1	-1	5	-1.1	-26	-0.5
COc1cccc(C2CC(c3cccs3)=NN2C(=O)CSc2nc3ccccc3s2)c1OC (configuration not stated)	1.0	1.4	0.4	0	-3	-0.2	0	5	-1.7	-0.5	-0.7
CCCCNC(=S)N/N=C/c1ccccc1F	5.1	1.1	-1.5	9	0	0.7	2	1	1.8	-0.6	-0.5
O=C(NCc1cccnc1)C1CC(c2cccc(Br)c2)=NO1 (configuration not stated)	1.8	0.5	-1.8	0	-4	0.2	-4	0	1.3	-0.1	-0.7
O=C1CC(c2ccccc2)n2ncnc2N1 (configuration not stated)	-0.4	-1.0	-1.3	4	-3	0.0	0	-1	-1.1	-0.8	0.9
